# Source: PubChem (National Center for Advancing Translational Sciences (NCATS))
# B2AR arrestin = qHTS assay of beta-arrestin-biased ligands of beta2-adrenergic receptor. 330,000 compounds, 0.02% hits. AID 492947, 2010. beta-arrestin recruitment to beta2AR, cell-based reporter. Potency, µM (highest dose often 46.1 µM), without a hit: at the highest dose activation, usual class: activators. Beta-2 adrenergic receptor (Homo sapiens), P07550;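 also: potency is read from the fitted curve at half-maximal effect; 0% = DMSO controls and full agonism = EC100 isoproterenol or metaproterenol; nearly all actives have a fitted effect of over 65% in size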
# BRCA1 expr up = qHTS Assay to Identify Small Molecule Activators of BRCA1 Expression; MCF7-BRCA1-FFLuc reporter, luminescence, 48 h; response scale: scaled: vehicle 0%, 10 µM genistein 100%; Potency, µM (titrated, usually from 46.1 µM), inactives show at the highest dose activation, actives largely listed as activators; 380,000 compounds, 1.1% hits; also: potency is read from the fitted curve at half-maximal effect; nearly all actives have a fitted effect of over 80% in size; some results filed as inactive show a strong effect at the top dose
#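 MCF7-BRCA1-FFLuc, 2000 cells/well; 2 h attach, 37 °C/5% CO2; compound 48 h; luciferase substrate 15 min; luminescence end-point. Norm. to genistein 10 microM max activation and DMSO; concentration-response curves fitted.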
# a7 integrin act = qHTS for Activators of Integrin-Mediated Alleviation for Muscular Dystrophy. alpha7betagal myoblasts, beta-gal FDG fluorescence, 48 h. Potency, µM (titrated, usually from 38.3 µM), for the others: at the top dose activation, most hits filed as activators. 350,000 compounds, 0.064% hits;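 also: potency is read from the fitted curve at half-maximal effect; 100% = response of the positive control SU9516; nearly all actives have a fitted effect of over 60% in size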
#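 Alpha7betagal+/- myoblasts (passage 13) were plated 16-24 hr, then exposed to compounds (1:260 dilution of DMSO stock) for 48 hours at 37C. After MPER lysis, β-galactosidase reporter activity was read as FDG fluorescence (ex 480/em 540) after 30 minutes.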
# ASM inhibitor = Inhibitors of Secretory Acid Sphingomyelinase (S-ASM): qHTS; placental ASM, HMU-PC fluorogenic substrate, 60 min; 340,000 compounds, 0.006% hits; Potency, µM (series often up to 57.5 µM), inactives show at the top dose activity change, negative = inhibition, most hits filed as inhibitors; also: potency is read from the fitted curve at half-maximal effect
#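 Human placenta-derived ASM enzyme was preincubated with compound for 10 minutes at room temperature, then given fluorogenic substrate HMU-PC0 (9 uM final) for 60 minutes at 37 °C; a pH 10 stop preceded fluorescence reading at Ex 386/Em 447 nm.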
# uPA surface inh = qHTS for Inhibitors of Cell Surface uPA Generation | 330,000 compounds, 0.31% hits | cell surface uPA generation assay, qHTS | AID 540303, 2011 | Potency, µM (highest dose often 38.3 µM), inactives show top-dose activity change, negative = inhibition, hits mostly inhibitors; active = well fitted inhibition curve with a large enough effect; inconclusive = small, poorly fitted or top-dose-only effect; inactive = no such curve, though single readings can be large or run the other way; tested in mouse RAW 264.7 cells; also: potency is read from the fitted curve at half-maximal effect; % is scaled to controls: 0 for no effect and ±100 for the full control effect; nearly all actives have a fitted effect of over 55% in size
# USP2a block = qHTS Assay for Inhibitors of Ubiquitin-specific Protease USP2a Using CHOP2 as the Reporter | Ubiquitin carboxyl-terminal hydrolase 2 (Homo sapiens), O75604 | USP2 core, Ub-CHOP2 coupled fluorogenic reporter, 485/531 | Potency, µM (doses to about 38.3 µM), for the others: at the highest dose activity change, negative = inhibition, hits mostly inhibitors | 330,000 compounds, 0.01% hits;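 also: potency is read from the fitted curve at half-maximal effect; plate controls were DMSO wells for no effect and full inhibition by NEM control for full effect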
#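 Cell-free coupled assay: 10nM USP2 core preincubated 30min RT with compound in Tris-HCl pH 8.0/CaCl2/CHAPS buffer, then 25nM Ub-CHOP2 and 25nM reporter substrate; fluorescence (Ex 485/Em 531) read after 60min RT, normalized to NEM inhibition, concentration-response curves fitted.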
# TRPV1 agonist = HTS Assay for Compounds that Act as Agonists of the Vanilloid Receptor 1; Transient receptor potential cation channel subfamily V member 1 (Homo sapiens), Q8NER1; TRPV1-expressing cells, Fluo-8 calcium influx, agonist mode; activation, % at 8.33 µM; 320,000 compounds, 0.19% hits; AID 540275, 2011; in the data active = activation above about 80%; inconclusive = between about 30% and that limit; also: 0% is about no effect
# Target sequence (Q8NER1 whole entry, looked up): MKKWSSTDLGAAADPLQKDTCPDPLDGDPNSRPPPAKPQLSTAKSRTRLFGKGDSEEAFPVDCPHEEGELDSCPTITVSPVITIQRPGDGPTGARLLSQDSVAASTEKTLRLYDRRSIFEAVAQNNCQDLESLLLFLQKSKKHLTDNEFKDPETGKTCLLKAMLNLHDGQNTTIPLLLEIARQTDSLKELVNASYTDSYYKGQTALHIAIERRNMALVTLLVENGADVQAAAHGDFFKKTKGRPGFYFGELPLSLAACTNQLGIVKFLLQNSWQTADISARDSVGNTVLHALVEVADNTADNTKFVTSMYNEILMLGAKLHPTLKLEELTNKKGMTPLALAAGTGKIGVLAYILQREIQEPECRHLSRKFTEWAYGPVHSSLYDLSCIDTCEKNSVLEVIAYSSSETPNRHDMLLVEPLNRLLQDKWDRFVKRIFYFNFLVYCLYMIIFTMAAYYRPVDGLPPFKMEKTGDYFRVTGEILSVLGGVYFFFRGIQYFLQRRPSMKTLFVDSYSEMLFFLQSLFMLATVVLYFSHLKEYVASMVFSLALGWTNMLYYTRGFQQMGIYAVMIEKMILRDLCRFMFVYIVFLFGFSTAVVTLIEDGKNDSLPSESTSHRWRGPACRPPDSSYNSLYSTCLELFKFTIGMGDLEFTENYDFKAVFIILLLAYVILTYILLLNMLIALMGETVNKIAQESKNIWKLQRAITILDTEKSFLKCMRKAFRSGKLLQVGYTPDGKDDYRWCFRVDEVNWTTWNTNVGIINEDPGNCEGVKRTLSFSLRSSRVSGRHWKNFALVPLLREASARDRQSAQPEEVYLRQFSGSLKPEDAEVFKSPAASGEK
#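 Fluo-8 calcium influx in TRPV1-expressing cells, kinetic read (ex 480/em 520 nm). Compound added and read 3 min for agonist activity, followed by capsaicin at EC20 final and 2 min further read for enhancement.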
# p53 reactivator = qHTS assay for re-activators of p53 using a Luc reporter; H1299 p53-A138V BP100-luciferase reporter, luminescence, 24 h; Potency, µM (top dose mostly 92.2 µM), inactives show at the highest dose activity change, positive = activation, actives largely listed as activators; 320,000 compounds, 0.063% hits; AID 504706, 2011; also: potency is read from the fitted curve at half-maximal effect; % of control where 0% means no effect; nearly all actives have a fitted effect of over 45% in size
#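 p53-null H1299 cells stably carrying temperature-sensitive p53-A138V and a BP100-luciferase reporter were pinned with compounds (4-point, 1:5 series) and held 24 hrs at 37 deg C. Luminescence was read 10 min after detection reagent.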
# TSG101-PTAP inh = qHTS Assay for Iinhibitors of HIV-1 Budding by Blocking the Interaction of PTAP/TSG101; Fluorescence polarization, FITC-PTAP peptide / Tsg101 binding; AID 493005, 2010; Potency, µM (top dose mostly 115 µM), for the others: at the top dose activity change, negative = inhibition, most hits filed as inhibitors; 340,000 tested, under 10 active; active = well fitted inhibition curve with a large enough effect in the main read-out, with a control signal flat, not every such curve was filed as active; inconclusive = small, poorly fitted or top-dose-only effect, or effect the other way, or a change in a side signal; inactive = no such curve, though single readings can be large or run the other way; also: potency is read from the fitted curve at half-maximal effect; % of control where 0% means no effect
#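 FP read-out: FITC-PTAP peptide, 50 nM final, binding Tsg101 binding domain, 10 uM final; 20 min, r.t.; 10 mM HEPES pH 7.5, 0.15 M NaCl, 0.01% Tween 20, 3 mM EDTA, 0.1 mM TCEP.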
# Eya2 phos inh = qHTS Assay for Inhibitors of the Phosphatase Activity of Eya2 | Protein phosphatase EYA2 (Homo sapiens), O00167 | recombinant Eya2, OMFP fluorescence dephosphorylation (OMFP is methylfluorescein phosphate) | Potency, µM (top dose mostly 76.9 µM), inactives show top-dose activity, negative = inhibition, hits mostly inhibitors | 330,000 compounds, 0.006% hits | AID 488837, 2010; also: potency is read from the fitted curve at half-maximal effect; % is scaled to controls: 0 for no effect and ±100 for the full control effect
#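 Eya2 protein (added as 0.2 uM solution) was preincubated with compound for 10 min at ambient temperature in 50 mM HEPES pH 7.5, 50 mM NaCl, 5 uM MgCl2, 0.05% BSA, 1 mM DTT. OMFP (added at 50 uM) then reacted 10 min; fluorescence read at 485/525 nm.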
# ELG1 genotox = qHTS screen for small molecules that induce genotoxicity in human embryonic kidney (HEK293T) cells expressing luciferase-tagged ELG1 | HEK293T ELG1-luciferase reporter, luminescence, 16 h | Potency, µM (top dose mostly 46 µM), inactives show top-dose activity change, positive = activation, usual class: activators | 330,000 compounds, 1.3% hits; also: potency is read from the fitted curve at half-maximal effect; % of control where 0% means no effect; nearly all actives have a fitted effect of over 60% in size
#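 HEK293T cells expressing luciferase-tagged ELG1 were treated with compound or DMSO for 16 hr at 37°C. Luciferase activity was then read after 30 min with ONE-Glo at room temperature; rising signal flags genetic stress.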
# Numbers without * were called inactive; ? = inconclusive; / = no result given; [ ] = another dose, or the depositor's remark. Unless noted, calls follow the shape of the dose curve; as a rule, active = well fitted curve in the direction sought with a large enough effect; inconclusive = small, poorly fitted or top-dose-only effect, or another doubt; inactive = no such curve, though single readings can be large; an effect the other way counts as inactive or inconclusive.
SMILES,B2AR arrestin,BRCA1 expr up,a7 integrin act,ASM inhibitor,uPA surface inh,USP2a block,TRPV1 agonist,p53 reactivator,TSG101-PTAP inh,Eya2 phos inh,ELG1 genotox
CCOC(=O)C1(CCOc2ccccc2)CCN(Cc2ccc(OC)c(COC)c2)CC1,0.3%,-50%,-51%[inhibitor],1%,-5%,-4%,1,2%,-1%,-9%,-1%
COc1cccc([C@@H]2CC=C(C(=O)O)[C@H](c3ccc(Br)cc3)N2S(=O)(=O)c2ccc(C)cc2)c1,0.3%,8%,4%,0%,11%,-7%,/,15%,-1%,-9%,-1%
CS(=O)(=O)N1CCc2cc(NC(=O)c3ccc(Cl)cc3Cl)ccc21,0.3%,69%,-16%,-1%,-7%,-1%,0,-2%,0%,2%,0%
Cc1ccc(Oc2ccc(-c3nc(N)nc(N)n3)cc2)cc1,0.0%,58%,-15%,-12%,-2%,3%,1,16%,-8%,-1%,16%
Cc1ccc(CN2CCC(C(=O)Nc3ccc(Oc4cccnc4)cc3)CC2)cc1,-3.0%,-32%,-1%,3%,-24%,1%,5,/,/,16%,-8%
Cc1cc(C)cc(N2CCCC2=O)c1,-0.3%,2%,20%,6%,/,1%,-2,16%,-3%,-2%,3%
Cc1nn(Cc2ccccc2)c(Cl)c1C(=O)NCc1ccc(C)n1C,-1.0%,1%,15%,2%,3%,0%,0,?,-6%,0%,1%
C/C(=N/NS(=O)(=O)c1ccc(Cl)cc1)c1cccc(NC(=O)c2ccc(Cl)cc2Cl)c1,0.6%,86%,32%,-24%,-13%,-1%,1,15%,0%,15%,0%
CCOC(=O)c1cn(Cc2ccc(Br)cc2)nn1,-1.0%,11%,-1%,2%,6%,1%,2,5%,-4%,5%,7%
Cc1nc(N)[nH]c(=O)c1CCCNc1ccc(CCC2(CCl)OCCO2)cc1,/,?,23%,9%,-6%,/,/,/,-2%,/,/
CCOc1ccc(-c2nc(CS(=O)(=O)CC(=O)NCc3ccc(F)cc3)c(C)o2)cc1,0.1%,24%,15%,-9%,-9%,-1%,14,11%,-11%,-9%,5%
Cc1nc(-c2ccc(C(=O)O)cc2)cs1,-0.4%,22%,-11%,1%,/,0%,0,8%,-3%,-5%,7%
CS(=O)(=O)CCC(C(=O)n1nnc2ccccc21)N1C(=O)c2ccccc2C1=O (centres undefined),-0.2%,-16%,-4%,-1%,-2%,3%,2,0%,-2%,-3%,3%
O=C(Nc1ncc(Cc2ccc(SC(F)F)cc2)s1)c1ccccc1,-0.4%,7%,-15%,-1%,-12%,1%,?,7%,-2%,5%,12%
CCOc1ccc(CCNC(=O)CCS(=O)(=O)c2ccc(C)cc2)cc1OCC,-0.8%,-9%,?,8%,0%,8%,7,1%,0%,-11%,0%
CCCCc1ccc(/C=C2\C(=O)ON=C2c2ccccc2)s1,-0.2%,-4%,20%,-8%,1%,2%,13,0%,0%,5%,8%
COc1cccc(CN(C)c2nc(-c3cccs3)nc3ccccc23)c1,-0.2%,-60%,-32%,-8%,-4%,-1%,9,5%,-5%,-14%,-5%
CCOc1ccc2nc(SCC(=O)c3cccs3)sc2c1,0.0%,66%,-10%,-7%,3%,1%,3,?,-5%,-20%,15µM*
CCN1CCN(c2nc(Nc3cc(OC)ccc3OC)nc(Nc3cc(OC)ccc3OC)n2)CC1,-1.5%,-4%,-44%[inhibitor],-13%,-5%,6%,16,1%,-10%,-6%,-1%
CCN1CCN(C(=S)c2ccc(OCC(=O)NCc3ccccc3)cc2)CC1,-0.2%,0%,20%,1%,2%,0%,0,-4%,-9%,9%,0%
CC(=O)N1CCN(c2ccc(NC(=O)/C=C/c3ccccc3)cc2)CC1,-0.2%,46%,?,0%,-2%,2%,14,-4%,-1%,-2%,-2%
Cc1ccc(CNC(=O)CN(c2ccc(C(C)C)cc2)S(=O)(=O)c2c(C)noc2C)cc1,-0.6%,-16%,36%,2%,8%,2%,9,7%,-2%,-3%,0%
COc1ccccc1C(=O)NC(CCSC)C(=O)NC1CCCCCC1 (centres undefined),0.1%,0%,1%,2%,5%,0%,27,0%,1%,-9%,1%
Cc1ccc(C)c(-c2csc(NC(=O)C3=COCCO3)n2)c1,-0.9%,-7%,-45%[inhibitor],0%,-5%,4%,?,8%,-1%,7%,?
O=C(O)c1ccccc1NC(=O)C(Cc1ccccc1)N1C(=O)c2ccccc2C1=O (centres undefined),-0.2%,7%,-45%,9%,-11%,2%,-4,-5%,3%,9%,1%
# (cont.)
SMILES,B2AR arrestin,BRCA1 expr up,a7 integrin act,ASM inhibitor,uPA surface inh,USP2a block,TRPV1 agonist,p53 reactivator,TSG101-PTAP inh,Eya2 phos inh,ELG1 genotox
COc1cccc(/C=C2\SC(=S)N(C(C)C(=O)NC3C=CS(=O)(=O)C3)C2=O)c1 (centres undefined),-0.3%,-62%,-5%,-22%,?,-2%,4,?,-3%,3%,9%
O=C(COC(=O)Cn1cnc2ccccc21)NCc1ccc(F)cc1,-0.2%,-12%,-41%,1%,30%[activator],1%,4,0%,-3%,8%,5%
O=C(Cn1cnc2c(nnn2Cc2ccc(F)cc2)c1=O)Nc1cccc(F)c1,-0.2%,1%,17%,0%,10%,-1%,-1,0%,5%,-6%,?
O=C(COc1cccc2c1CCN(Cc1ccccc1F)C2=O)N1CCCCC1,-0.1%,6%,-6%,5%,3%,3%,20,-1%,-1%,-12%,-4%
CCN(CCCNC(=O)CCn1c(=O)[nH]c2ccsc2c1=O)c1ccccc1,0.3%,0%,-24%,2%,1%,-2%,1,2%,-1%,7%,0%
CCOC(=O)c1c(S(=O)(=O)NCC(=O)Nc2cccc(C)c2)c(C)n(C)c1C,0.0%,-2%,0%,5%,-2%,0%,-3,-5%,-5%,2%,0%
CC(CCc1ccccc1)NC(=O)c1cc2sccc2n1C (centres undefined),0.3%,25%,22%,-7%,/,-1%,2,4%,-4%,-1%,?
Cc1cc(=O)oc2cc(OCC(=O)NCCCN3CCOCC3)c(Cl)cc12,-0.4%,5%,-14%,0%,-1%,1%,-3,-8%,-3%,8%,0%[9.26 µM]
Cc1nc2cc(Cl)ccc2n1CCO,-0.3%,-17%,7%,3%,/,4%,1,-2%,0%,15%,-1%
Cc1ccccc1C(=O)NC1CCN(C(=O)NC2CCCCC2)CC1,0.2%,7%,1%,2%,-3%,-1%,1,-1%,-4%,3%,0%
CCN(CC)S(=O)(=O)c1ccc(OC)c(NC(=O)Cc2cccs2)c1,-0.4%,-11%,-26%,-4%,-3%,-6%,2,-2%,-1%,-5%,0%
Nc1c(C(=O)Nc2ccc(S(=O)(=O)N3CCCC3)cc2)sc2nc3ccc(OC(F)(F)F)cc3cc12,0.2%,-80%,-62%[inhibitor],21%,-5%,17%,0,0%,?,1%,?
CN(C(=O)CSc1nc(-c2ccc(C(C)(C)C)cc2)c(C#N)c(=O)[nH]1)C1CCCCC1,0.5%,0%,?,10%,?,-15%,2,-1%,-10%,12%,3%

# Results in ELG1 genotox and Eya2 phos inh, for some of the entries so far:
SMILES | ELG1 genotox | Eya2 phos inh
O=C(COc1cccc2c1CCN(Cc1ccccc1F)C2=O)N1CCCCC1 | -4% | -12%
CCN(CCCNC(=O)CCn1c(=O)[nH]c2ccsc2c1=O)c1ccccc1 | 0% | 7%

# Outcome played no part in choosing rows, and some 2.6% of all compounds hit somewhere here.
